Screening results deposited in PubChem BioAssay by National Center for Advancing Translational Sciences (NCATS).
MLL CXXC-DNA inh – MLL CXXC-DNA interaction inhibition; Q03164; MLL-CXXC / FITC-HOXA9 DNA fluorescence polarization; Potency, µM (series often up to 115 µM), without a hit: at the top dose activity change, negative = inhibition, actives largely listed as inhibitors; 0.037% of 290,000 active; AID 2662; active = well fitted inhibition curve with a large enough effect in the polarisation, with a control signal flat, not every such curve was filed as active; inconclusive = small, poorly fitted or top-dose-only effect, or effect the other way, or a change in a side signal; inactive = no such curve, though single readings can be large or run the other way; the % refers to the polarisation; note: potency is the fitted concentration of half-maximal effect
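Steps: dispense CXXC domain solution (7 uM) → pin compounds or unlabeled HOX-A9 DNA control → 5 min ambient → add FLSN-HOX-A9 solution (50 nM) → spin → 30 min ambient → fluorescence polarization. Tris pH 7.5/NaCl/DTT/BSA buffer.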
MBNL1-CUG inh – blocks human MBNL1 binding to CUG repeat RNA; TR-FRET MBNL1-His/biotin-(CUG)12 binding, 665/545 ratio; Potency, µM (titrated, usually from 57.5 µM), for the others: at the highest dose activity change, negative = inhibition, usual class: inhibitors; 0.036% of 280,000 active; active = well fitted inhibition curve with a large enough effect in the signal ratio, with a control signal flat, not every such curve was filed as active; inconclusive = small, poorly fitted or top-dose-only effect, or effect the other way, or a change in a side signal; inactive = no such curve, though single readings can be large or run the other way; the % refers to the signal ratio; note: potency is the fitted concentration of half-maximal effect; % is set by controls: 0 for no effect and ±100 for the full control effect
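Inhibition of protein-RNA binding appears as loss of TR-FRET between terbium anti-His antibody on MBNL1-His and streptavidin-XL665 on biotin-(CUG)12. Activity is normalized to buffer-only and uninhibited-complex controls.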
ASM inhibitor – inhibitors of human secretory acid sphingomyelinase | P17405 | placental ASM, HMU-PC fluorogenic substrate, 60 min | Potency, µM (highest dose often 57.5 µM), for inactives: top-dose activity change, negative = inhibition, most hits filed as inhibitors | 0.006% of 340,000 active | AID 504937; note: potency is the fitted concentration of half-maximal effect
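HMU-PC0 cleavage (9 uM final) by human placental ASM, 60 min at 37 °C following 10 min compound exposure at RT; stopped at pH 10, fluorescence Ex 386/Em 447 nm.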
TSHR antag – blocks TSH signaling through the human TSH receptor; P16473; TSHR-expressing cells, TSH-stimulated cAMP HTRF, 2 h; hits give low values; activity change, negative = inhibition, % at 11.5 µM; 0.2% of 330,000 active;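 active = activity change below a set negative limit, meaning inhibition stronger than a set level, cut at about -70% in these data; inconclusive = activity change between two set negative limits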; note: % is set by controls: 0 for no effect and ±100 for the full control effect
Target sequence (P16473 whole entry, looked up): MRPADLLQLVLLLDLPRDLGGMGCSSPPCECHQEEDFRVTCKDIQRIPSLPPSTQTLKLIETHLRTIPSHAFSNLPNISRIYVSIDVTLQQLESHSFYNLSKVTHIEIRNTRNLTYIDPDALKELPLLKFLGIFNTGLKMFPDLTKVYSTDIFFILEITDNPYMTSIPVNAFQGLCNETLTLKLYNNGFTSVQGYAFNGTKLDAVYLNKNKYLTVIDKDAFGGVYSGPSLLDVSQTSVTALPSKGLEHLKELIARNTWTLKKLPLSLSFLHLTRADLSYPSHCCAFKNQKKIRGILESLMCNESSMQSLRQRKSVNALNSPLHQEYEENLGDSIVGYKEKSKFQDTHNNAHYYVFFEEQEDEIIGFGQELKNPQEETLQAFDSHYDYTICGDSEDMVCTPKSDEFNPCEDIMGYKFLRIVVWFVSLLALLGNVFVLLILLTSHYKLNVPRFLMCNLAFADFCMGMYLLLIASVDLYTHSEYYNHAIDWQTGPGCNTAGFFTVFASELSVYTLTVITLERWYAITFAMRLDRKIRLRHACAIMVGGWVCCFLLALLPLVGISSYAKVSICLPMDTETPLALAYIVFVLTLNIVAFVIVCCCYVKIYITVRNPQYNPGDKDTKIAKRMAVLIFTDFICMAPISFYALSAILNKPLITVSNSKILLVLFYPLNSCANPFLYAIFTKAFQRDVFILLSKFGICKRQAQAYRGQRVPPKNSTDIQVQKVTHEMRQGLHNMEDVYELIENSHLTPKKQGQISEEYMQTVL
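TSHR-expressing cells were treated with compounds, then stimulated with TSH at EC80 (4nM final) for 2 hours at 37 deg C. Cellular cAMP was measured by HTRF competition between lysate cAMP and cAMP-d2 for a cryptate-labelled anti-cAMP antibody.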
Mito fusion act – blocks mitochondrial division or promotes mitochondrial fusion | S. cerevisiae fusion-defective mutant growth rescue, CellTiterGlo 48 h | Potency, µM (top dose mostly 46.1 µM), inactives show at the highest dose growth rescue (activation), usual class: activators | 0.23% of 320,000 active | AID 485298;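 note: potency is the fitted concentration of half-maximal effect; % of control where 0% means no effect; nearly all actives have a fitted effect of over 45% in size; temperature-sensitive fusion mutants such as fzo1-1 at 37 °C on non-fermentable ethanol glycerol medium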
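Temperature-sensitive fusion-defective S. cerevisiae (e.g. fzo1-1, mgm1-5) were grown with compound in YPEG medium (3% ethanol, 3% glycerol) for 48 hours at 37C. Growth rescue was measured as viability by CellTiterGlo luminescence after 10 minutes at ambient.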
Menin MLL FP TR – menin-MLL binding inhibition, Texas Red mutant peptide; O00255; Menin + Texas Red MLL mutant peptide, fluorescence polarization; Potency, µM (titrated, usually from 61.6 µM), inactives show at the top dose FP activity change, negative = inhibition, actives largely listed as inhibitors; 0.23% of 270,000 active; AID 1768; active = well fitted inhibition curve with a large enough effect in the polarisation, with a control signal flat, not every such curve was filed as active; inconclusive = small, poorly fitted or top-dose-only effect, or effect the other way, or a change in a side signal; inactive = no such curve, though single readings can be large or run the other way; the % refers to the polarisation; note: potency is the fitted concentration of half-maximal effect; % of control where 0% means no effect; many of its hits are not listed in these tables
TCR act – T cell receptor activation. Potency, µM (doses to about 9.22 µM), without a hit: top-dose activation of IL-2 secretion, hits mostly activators. 330,000 tested, under 10 active. primary human leukocytes, anti-CD3, IL-2 HTRF, 48 h. AID 504894; note: % of control where 0% means no effect
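Using a-CD3 beads without co-stimulation, primary human leukocytes were exposed to compounds for 48 hr. An HTRF IL-2 kit measured the cytokine, with europium-to-d2 energy transfer producing emission at 665nm upon 320nm excitation.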
AT treatment – potential ataxia-telangiectasia treatments restoring KAP-1 phosphorylation. […] A-T fibroblasts, KAP-1 phosphorylation AlphaLISA; neocarzinostatin DNA damage 30 min before lysis. 0.19% of 320,000 active. Potency, µM (highest dose often 57.5 µM), inactives show at the top dose activation, most hits filed as activators; note: potency is the fitted concentration of half-maximal effect; % of control where 0% means no effect; nearly all actives have a fitted effect of over 45% in size
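hTERT-immortalized A-T patient fibroblasts ([…]), 500 cells/well in OPTI-MEM, 1% FBS, got compounds for 60 min, then NCS for 30 min at 37C. Lysates were then assayed for phospho-KAP-1 by AlphaLISA (anti-pKAP1 donor, anti-KAP1 acceptor beads), 6 hr at 25C.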
PTAP TSG101 blk – blocks PTAP/TSG101 interaction to inhibit HIV-1 budding; AID 493005; 340,000 tested, under 10 active; Q99816; Potency, µM (top dose mostly 115 µM), without a hit: at the top dose activity change, negative = inhibition, actives largely listed as inhibitors; Fluorescence polarization, FITC-PTAP peptide / Tsg101 binding; active = well fitted inhibition curve with a large enough effect in the main read-out, with a control signal flat, not every such curve was filed as active; inconclusive = small, poorly fitted or top-dose-only effect, or effect the other way, or a change in a side signal; inactive = no such curve, though single readings can be large or run the other way; note: potency is the fitted concentration of half-maximal effect; % of control where 0% means no effect
Target sequence (Q99816 whole entry, looked up): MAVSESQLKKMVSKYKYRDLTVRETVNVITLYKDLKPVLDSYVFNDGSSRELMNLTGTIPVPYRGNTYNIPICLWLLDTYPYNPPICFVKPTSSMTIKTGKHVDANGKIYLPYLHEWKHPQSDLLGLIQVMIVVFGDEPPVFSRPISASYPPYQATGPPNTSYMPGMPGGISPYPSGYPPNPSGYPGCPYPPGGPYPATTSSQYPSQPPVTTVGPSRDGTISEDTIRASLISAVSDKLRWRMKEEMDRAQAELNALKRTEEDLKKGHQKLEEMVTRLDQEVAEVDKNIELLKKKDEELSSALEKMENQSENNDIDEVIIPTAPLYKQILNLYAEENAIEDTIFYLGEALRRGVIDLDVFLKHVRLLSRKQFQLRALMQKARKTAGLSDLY
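FP read-out: FITC-PTAP peptide, 50 nM final, binding Tsg101 binding domain, 10 uM final; 20 min, r.t.; 10 mM HEPES pH 7.5, 0.15 M NaCl, 0.01% Tween 20, 3 mM EDTA, 0.1 mM TCEP.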
a7 integrin act – integrin-mediated muscular dystrophy alleviation activation; alpha7betagal myoblasts, beta-gal FDG fluorescence, 48 h; 0.064% of 350,000 active; Potency, µM (titrated, usually from 38.3 µM), for the others: at the top dose activation, hits mostly activators; AID 624291;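 note: potency is the fitted concentration of half-maximal effect; 100% = response of the positive control SU9516; nearly all actives have a fitted effect of over 60% in size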
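alpha7betagal+/- myoblasts (passage 13, 250/well) treated 48 h at 37C with compounds at 1:260 dilution of DMSO stock. Lysed, then beta-galactosidase activity read as FDG fluorescence (ex 480/em 540) after 30 min, with pre-read for autofluorescence.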
Starred values were filed as active, the others as inactive; ? = inconclusive; nt = not tested or not shown; [ ] = remark or other dose. Unless noted, calls come from the whole dose curve; as a rule, active = well fitted curve in the direction sought with a large enough effect; inconclusive = small, poorly fitted or top-dose-only effect, or another doubt; inactive = no such curve, though single readings can be large; an effect the other way counts as inactive or inconclusive. Not all compounds are listed. The share of hits here may be higher or lower than overall.

SMILES	MLL CXXC-DNA inh	MBNL1-CUG inh	ASM inhibitor	TSHR antag	Mito fusion act	Menin MLL FP TR	TCR act	AT treatment	PTAP TSG101 blk	a7 integrin act
CCOc1cccc(C(=O)NC(=S)Nc2ccc(Cl)cc2C(=O)O)c1	6%	?	5%	-6	8%	2%	3%	-6%	5%	-12%
CCC1CCCCN1C(=O)COC(=O)c1ccc(Br)o1 (configuration not stated)	nt	nt	2%	6	4%	nt	-6%	-2%	-2%	-37%
COc1cc(C(=O)NN2C(=O)NC3(CCC(C)CC3)C2=O)ccc1OC(F)F (configuration not stated)	nt	nt	0%	nt	nt	nt	4%	14%	0%	-10%
CN(C)C1(CN=Cc2cc(Cl)cc([N+](=O)[O-])c2O)CCCCC1	0%	?	-2%	-14	16%	?	9%	1%	-11%	8.9µM*
O=[N+]([O-])c1cc(Cl)cc(/C=N/n2cnnc2)c1O	2%	19%	-5%	1	12%	4%	nt	-4%	?	?
O=C(CSc1nnc(NC(=O)C2CCC2)s1)Nc1ccccc1	1%	-3%	0%	8	-4%	32%[activator]	-9%	7%	-3%	-9%
CN(C(=O)c1cccc(NC(=O)Cc2cccc(NC(=O)C3CCCN(C(=O)C4CCC4)C3)c2)c1)C1CCC1 (configuration not stated)	nt	nt	4%	nt	nt	nt	4%	nt	-2%	22%
CC1CCN(S(=O)(=O)c2ccc(S(=O)(=O)NCC3COCCO3)cc2)CC1 (configuration not stated)	1%	-7%	1%	-5	1%	4%	-2%	1%	-8%	21%[7.66 µM]
CCc1ccc(NC(=O)c2cc(-c3ccc(F)cc3)on2)cc1	-1%	12%	1%	-5	2%	33%[activator]	-1%	-1%	0%	-18%
Cc1nn(C)c(-c2n[nH]c(=S)n2Cc2ccco2)c1Cl	7%	5%	3%	-3	0%	8%	-1%[46.1 µM]	2%	-9%	11%
O=C(COCC(=O)NCc1ccccc1)NCc1ccccc1	-3%	-14%	3%	11	-8%	3%	1%	3%	2%	-14%
COC(CNC(=O)Cn1ncc2ccsc2c1=O)OC	-5%	4%	0%	2	-2%	0%	2%	5%	-3%	-11%
CCOC(=O)c1ccc(-n2c(CN3CCC(O)CC3)nc3ccc([N+](=O)[O-])cc3c2=O)cc1	6%	?	-1%	-4	-1%	?	-1%	-3%	1%	-40%
O=C1Nc2ccc(Br)cc2C1(O)c1ccccc1 (configuration not stated)	8%	9%	1%	9	9%	1%	-1%	11%	-1%	-18%
COc1ccc(CCNC(=O)COC(=O)/C=C/c2cccs2)cc1	-5%	7%	-3%	40	0%	?	1%	5%	2%	19%
O=C(Cc1ccc(Cl)cc1)NCCS(=O)(=O)N1CCN(c2ccccc2)CC1	nt	nt	0%	-5	0%	nt	1%	8%	-1%	15%
CCCCNc1c(-c2cccc(-c3ccc(OC)cc3)c2)nc2cc(C)ccn12	nt	nt	212%[activator]	-22	nt	nt	-8%	?	-4%	-17%
CN1CCN(C(=O)c2sc(=S)n(-c3ccccc3)c2N)CC1	1%	?	2%	-10	0%	-20%	2%	-3%	-4%	0%
CNNC(=O)C(C)NC(=O)c1ccc(Br)cc1 (configuration not stated)	-2%	-1%	1%	14	-1%	1%	nt	3%	-1%	-8%
CN(C)c1ccc(-c2nn3c(-c4cccnc4)nnc3s2)cc1	5%	41%[activator]	368%[activator]	3	0%	6%	4%	-1%	-7%	9%
O=C(NCCN1CCCCCC1)c1ccc(CS(=O)(=O)c2ccc(Br)cc2)o1	17%	-7%	2%	45	-3%	4%	-2%[46.1 µM]	28%	-4%	-15%
Cc1ccc(NC(=O)C2CC(=O)NC(Nc3cccc(C)c3)=N2)cc1 (configuration not stated)	2%	5%	3%	9	-2%	-1%	0%	0%	-6%	2%
COc1cc(-c2noc(C)c2/C=C/c2cccc([N+](=O)[O-])c2)cc(OC)c1OC	-4%	24%	-15%	-2	2%	4%	3%	2%	-2%	-19%
O=C(CCc1nc2ccccc2c(=O)[nH]1)NCc1ccco1	8%	2%	-2%	8	-4%	-1%	4%	7%	-3%	-111%[inhibitor]
CC(C)(C)SCCNC(=O)c1ccc(Cl)c(S(=O)(=O)N2CCOCC2)c1	nt	nt	-3%	nt	nt	nt	-5%	nt	-4%	16%
CC(C)OCC(O)CN1CCC(Cc2ccccc2)CC1 (configuration not stated)	-1%	-5%	2%	-1	1%	-3%	3%	5%	0%	20%
CN(c1ccccc1C(=O)N1CCN(Cc2ccc3c(c2)OCO3)CC1)S(C)(=O)=O	-4%	-7%	-2%	2	-1%	1%	1%	-1%	-7%	-12%
CCOC(=O)C1CCCN(C2=NC(=O)/C(=C/c3ccc(N(C)C)cc3)S2)C1 (configuration not stated)	?	?	0%	5	-27%	-27%	4%	-11%	?	-35%
CC(=O)NCCCNc1ccc([N+](=O)[O-])cc1	-1%	?	-5%	7	-10%	3%	-10%[46.1 µM]	-4%	-1%	8%
CCOC(=O)c1c(C)[nH]c(NC(=O)NNC(=O)c2ccc(OC)cc2)c1C	nt	nt	2%	-21	-3%	nt	-6%	-8%	-4%	6%
O=CNC(=O)c1ccccc1C(=O)O	9%	-7%	4%	0	-11%	9%	-1%	2%	-5%	8%
O=c1[nH]c2ccc(S(=O)(=O)NCc3ccccn3)cc2s1	0%	-2%	9%	1	-1%	-4%	nt	-2%	-10%	15%
CSCC[C@H](NC(=O)C1CCN(C(=O)[C@@H](N)Cc2ccccc2)CC1)C(=O)O	3%	-6%	3%	-10	-6%	3%	-2%	2%	-1%	6%
O=C(NC(=S)Nc1ccc(CN2CCOCC2)cc1)c1ccc([N+](=O)[O-])cc1Cl	4%	?	5%	0	0%	2%	-9%	-4%	-5%	-19%
CC(OC(=O)c1c(F)cccc1F)C(=O)NCCC1=CCCCC1 (configuration not stated)	nt	nt	-2%	-12	nt	nt	-2%[46.1 µM]	4%	0%	0%
Cc1cccc2nc3c(nc12)-c1ccccc1C3=O	3%	?	-3%	5	12%	nt	-3%	11%	2%	3%
O=C(Cn1ncc2ccccc21)N1CCc2ccccc21	15%	?	0%	0	-3%	2%	3%	1%	-1%	-27%
COc1ccc(C(=O)COC(=O)CN2CC(=O)Oc3ccccc32)cc1Br	7%	-7%	-2%	1	-3%	20%	3%	13%	-3%	-45%[inhibitor]
Cc1cccc(C)c1N1C(=O)[C@@H]2C(c3ccccc3Cl)=NO[C@@H]2C1=O	3%	10%	-5%	-11	?	nt	-1%	-1%	0%	?
COc1ccc(OC)c(NC(=O)Cc2nn(C)c(=O)c3ccccc23)c1	-2%	-4%	0%	-10	-1%	-1%	1%[46.1 µM]	3%	-6%	-31%[inhibitor]
OC(CNCc1ccc(Cl)c(Cl)c1)c1ccccc1 (configuration not stated)	-2%	-15%	-2%	5	-7%	-22%	-1%	6%	-4%	-18%
COc1ccc(C(=O)COC(=O)CN2C(=O)C3CC=CCC3C2=O)c(OC)c1 (configuration not stated)	nt	nt	0%	-14	nt	nt	nt	-1%	-5%	6%
Cc1sc2nc(C3CC3)nc(NCCNS(=O)(=O)c3ccccc3)c2c1C	8%	-9%	-2%	4	4%	14%	-1%[46.1 µM]	-4%	-5%	19%
C(=NN1CCCCCC1)c1cccc2ccccc12	nt	nt	-2%	nt	nt	nt	2%	nt	-7%	-1%
Cc1ccc(C(C)(C)C)cc1S(=O)(=O)Nc1nc2ccccc2nc1Cl	-1%	24%	61%[activator]	-28	-12%	?	-23%	-5%	-3%	?
O=C(CSc1ccc(F)cc1)NC1CCCCC1	-7%	-1%	3%	23	-6%	-18%	0%	4%	-2%	18%
CCOC(=O)CC(NC(=O)c1ccco1)c1ccccc1Cl (configuration not stated)	-3%	-12%	5%	5	0%	-3%	6%	-2%	-3%	24%
CCCCN(C)C(=O)c1nc2ccccn2c1CN1CCN(C/C=C/c2ccccc2)CC1	-2%	0%	-1%	8	-6%	?	0%	1%	-1%	-18%
Cc1cccc(CNc2ccc(S(=O)(=O)N3CCCCC3)cc2)c1	nt	nt	-6%	-33	20%	nt	-3%	4%	2%	-34%
O=C(COC(=O)c1ccc([N+](=O)[O-])cc1)NC1CCCC1	5%	?	3%	-5	-3%	6%	5%	-3%	-7%	21%
O=C1Cc2ccccc2C(c2ccc(Cl)cc2)N1 (configuration not stated)	-3%	nt	-1%	2	0%	nt	4%	2%	2%	12%
Cc1ccc2c(c1)cc1c(=O)n(CC(=O)N3CCCC3)nc(C)n12	-1%	5%	4%	0	2%	nt	4%	1%	-2%	-25%
CCOC(=O)CNC(=O)N1CCCC(CNS(=O)(=O)Cc2ccccc2)C1 (configuration not stated)	3%	-14%	-4%	-3	0%	-1%	-1%	7%	-3%	5%
